Screening results: PubChem, National Center for Advancing Translational Sciences (NCATS)
TRHR enhancer: TRH receptor (human) allosteric enhancement; P34981; TRHR cells, fluo-8 calcium fluorescence, EC20 TRH enhancement; enhancement, % at 2 µM; 360,000 tested, 0.66% active; AID 493056; in the data active means enhancement above about 30%; further: 0% is about no effect
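Enhancer read-out: after compound pinning and an initial kinetic agonist-mode read, an EC20 of TRH (10 nM final) was injected and fluo-8 calcium signal (Ex 480/Em 530) followed at 1 s/cycle for 100 cycles in TRHR-expressing cells.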
D2 antagonist: D2 dopamine receptor (human) antagonism; 340,000 tested, 2% active; inhibition, % at 10 µM; HEK293 TREx D2 cells, calcium flux, dopamine EC80; P14416; in the data active means inhibition above about 30%; further: 0% is about no effect
Target sequence (P14416 whole entry, looked up): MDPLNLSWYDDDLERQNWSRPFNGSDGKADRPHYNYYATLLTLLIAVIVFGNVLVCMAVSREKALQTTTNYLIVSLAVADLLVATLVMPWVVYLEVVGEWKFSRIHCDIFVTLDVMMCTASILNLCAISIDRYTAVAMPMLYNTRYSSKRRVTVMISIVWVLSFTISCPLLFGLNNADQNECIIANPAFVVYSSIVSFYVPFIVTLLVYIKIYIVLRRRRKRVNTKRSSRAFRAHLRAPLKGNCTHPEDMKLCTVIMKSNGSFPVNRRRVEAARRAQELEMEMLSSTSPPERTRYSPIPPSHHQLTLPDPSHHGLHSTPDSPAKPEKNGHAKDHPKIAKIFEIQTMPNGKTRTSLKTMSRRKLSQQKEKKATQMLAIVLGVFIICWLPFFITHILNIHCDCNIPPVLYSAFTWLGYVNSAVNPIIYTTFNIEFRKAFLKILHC
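Compounds are added to dye-loaded, induced HEK293 T-REx cells coupled to calcium release via D2; after a 3 min kinetic read an EC80 dopamine stimulus is given and fluorescence is recorded for 3 more min.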
D1 PAM: enhances dopamine response at the human D1 receptor. HEK293 TREx D1 cells, calcium flux, dopamine EC20 potentiation. P21728. 360,000 tested, 0.036% active. potentiation, % at 10 µM; in the data active means potentiation above about 30%; further: 0% is about no effect
Target sequence (P21728 whole entry, looked up): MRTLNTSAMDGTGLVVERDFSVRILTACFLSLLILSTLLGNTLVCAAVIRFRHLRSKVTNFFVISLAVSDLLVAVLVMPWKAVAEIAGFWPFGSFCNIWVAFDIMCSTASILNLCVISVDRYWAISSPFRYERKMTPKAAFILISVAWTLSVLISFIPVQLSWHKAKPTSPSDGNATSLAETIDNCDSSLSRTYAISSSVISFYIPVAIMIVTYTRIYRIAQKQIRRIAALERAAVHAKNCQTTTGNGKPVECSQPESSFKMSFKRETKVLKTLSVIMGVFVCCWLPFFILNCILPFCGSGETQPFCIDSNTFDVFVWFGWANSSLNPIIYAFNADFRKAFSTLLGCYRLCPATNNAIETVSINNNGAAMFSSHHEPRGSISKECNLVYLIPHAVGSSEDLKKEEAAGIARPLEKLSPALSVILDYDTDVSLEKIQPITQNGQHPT
D2 agonist: agonists of human D2 dopamine receptor. P14416. HEK293 T-REx D2 cells, calcium flux agonist mode. activation, % at 2 µM. 340,000 tested, 0.53% active;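 active means activation over 3 SD above normal in the single-dose calcium agonist read, cut at about 30% in these data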; further: 0% is about no effect
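Calcium-flux readout, 1 cycle/sec over 180 s following compound pin transfer, in inducible HEK293 Trex D2 cells (force-coupled); dopamine controls included. Positive calcium responses during this window marked compounds as potential agonists.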
D1 ag: human D1 receptor agonism. P21728. HEK293 T-REx D1 cells, calcium flux, agonist mode. activation, % at 2 µM. 360,000 tested, 1% active. AID 504660; in the data active means activation above about 30%; further: 0% is about no effect
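Agonism was scored from calcium flux recorded over 180 s (1 read/s) after pintool compound addition, following a 10-cycle baseline. Cells were inducible force-coupled HEK293 TREx D1, plated overnight at 30 C and loaded with no-wash calcium dye.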
RXFP1 ag: agonists of human relaxin receptor RXFP1; Q9HBX9; HEK293T-RXFP1 cAMP TR-FRET, 30 min; response scale: percent of porcine relaxin response, buffer zero; Potency, µM (highest dose often 57.5 µM), without a hit: at the highest dose activation, most hits filed as activators; 370,000 tested, 0.3% active; AID 2676; active means well fitted activation curve with a large enough effect; inconclusive means small, poorly fitted or top-dose-only effect; further: potency means the concentration at half of the fitted maximal effect; on the % scale 0 is the no-effect control and ±100 the full control effect; nearly all actives have a fitted effect of over 60% in size; many of its hits are not listed in these tables
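Agonist response is measured as cAMP accumulation in an RXFP1-transfected HEK293T line under PDE4 inhibition. Values are scaled between buffer-only and 29 nM porcine relaxin, and EC50s come from standard Hill equation fits.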
D2 PAM: positively modulates the human D2 dopamine receptor allosterically. HEK293 T-REx D2, calcium flux, EC20 dopamine potentiation. potentiation, % at 10 µM. 340,000 tested, 0.34% active;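 active means potentiation over 3 SD above the plate norm, cut at about 30% in these data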; further: 0% is about no effect
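Primary screen. Calcium kinetics in induced HEK293 T-REx D2 cells: compound pre-addition 180 s, EC20 dopamine, 180 s more.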
RXFP1 antagonist: RXFP1 (human) relaxin receptor antagonism; Q9HBX9; activity change, negative = inhibition, % at 57.5 µM; 350,000 tested, 0.59% active; HEK293-RXFP1, relaxin-stimulated cAMP HTRF, 30 min; stronger effect = lower value;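 active means activity change of -60% or lower, but not beyond a set lower limit; inconclusive means change between -60% and -40%, or beyond the set limit; inactive means change above -40%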; further: on the % scale 0 is the no-effect control and ±100 the full control effect
D1 antagonist: antagonists of human D1 dopamine receptor | P21728 | HEK293 TREx D1 cells, calcium flux, dopamine EC80; stronger effect = lower value | activity change, negative = inhibition, % at 10 µM | 360,000 tested, 3.2% active | AID 504652; in the data active means activity change below about -30%; further: on the % scale 0 is the no-effect control and ±100 the full control effect
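Cells carrying a force-coupled, tetracycline-inducible human D1 receptor report calcium flux. Each well gets a 10 s baseline, compound with 180 s monitoring, then an EC80 dopamine stimulus with a second 180 s kinetic read.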
Starred values were filed as active, the others as inactive; ? = inconclusive; / = not tested or not shown. This is a subset; rates above refer to the full screens.

compound | D1 antagonist | D1 PAM | RXFP1 ag | D2 PAM | RXFP1 antagonist | TRHR enhancer | D2 antagonist | D2 agonist | D1 ag
Cn1c(Cn2nnc3ccccc32)nnc1SCC(=O)c1ccccc1F | -30.4* | -9.8 | 4.5% | -0.7 | 5.5 | -4.8 | 26.9 | -0.2 | 1.8
Cc1cccc(-c2nc3c4ccccc4nc(NCc4ccc(Cl)cc4)n3n2)c1 | -1.9 | -4.8 | 0.4% | 18.6 | 2.7 | -8.2 | / | / | 2.0
CN(C)C(=O)c1ccc(NC(=O)CSc2nnc(-c3cccs3)n2N)cc1 | 14.6 | 0.8 | 0.9% | 0.6 | 8.5 | 12.6 | -4.6 | 0.4 | -0.1
CCN1C(=O)/C(=C/c2nc3ccccc3c(=O)n2-c2ccc(C)cc2)c2ccccc21 | -7.2 | -5.8 | 2.3% | -2.4 | 9.2 | -6.7 | -3.6 | 0.0 | 1.0
Cc1c(C(=O)Nc2ccccc2)cn2c(nc3ccccc32)c1C#N | -12.8 | 0.1 | 20.7% | 16.4 | -11.0 | 4.2 | -3.4 | 0.9 | 3.7
COc1ccc(C2c3c(oc4c(C)cc(C)cc4c3=O)C(=O)N2Cc2cccnc2)cc1OC (stereo not drawn) | -6.9 | -2.5 | 2.4% | 7.7 | / | -0.6 | 4.2 | -1.0 | 4.2
CC1=C(C(=O)NC2CCCc3c2cnn3-c2cccc(C)c2C)OCCO1 (stereo not drawn) | -15.0 | -7.6 | -0.3% | 18.2 | -2.7 | -3.2 | -26.2 | -0.3 | 17.7
COc1ccc(N(CC(=O)Nc2cccc(C(C)=O)c2)S(=O)(=O)c2ccc(NC(C)=O)cc2)cc1 | 6.3 | -6.2 | 1.6% | -8.2 | -3.6 | 2.4 | -0.6 | 0.2 | 2.4
Cc1nc(CN2CCN(Cc3nc(C(c4ccccc4)c4ccccc4)no3)CC2)cs1 | -9.8 | 4.5 | 2.8% | / | -9.8 | 15.2 | / | / | 1.2
Cc1ccc(NC(=O)C(Cc2c[nH]c3ccccc23)NC(=O)OCC(C)C)cc1 (stereo not drawn) | 5.3 | -2.6 | 0.6% | -16.7 | / | -3.4 | / | / | 0.5
Cc1cc(NC(=O)CCC(=O)N(c2ccccc2)C(C)C(=O)NC2CCCC2)no1 (stereo not drawn) | 4.8 | / | 1.2% | 2.9 | -12.2 | -4.2 | -9.6 | -1.0 | 0.8
CCn1cnc2scc(-c3ccc(OC)cc3)c2c1=O | 12.4 | 3.2 | 8.6% | 0.0 | -7.2 | 21.4 | 4.2 | 0.1 | 1.0
O=C(Nc1cccc2ccccc12)c1ccc(F)cc1 | 5.5 | -0.5 | 0.4% | 9.2 | 10.7 | 15.6 | -23.3 | 0.3 | -0.8
COc1ccc(-c2csc(NC(=O)COC(=O)C3=COCCO3)n2)cc1 | 4.1 | -4.6 | 0.4% | -1.9 | 10.1 | 3.0 | 1.9 | 2.2 | 3.9
COc1ccccc1N1CCN(c2ccc([N+](=O)[O-])cc2Cl)CC1 | -24.5 | -1.4 | 4.5% | 6.5 | -0.5 | -0.2 | 27.6 | -0.3 | 2.5
CC(=O)NC12CC3CC(C1)CC(C(=O)N1CCN(S(=O)(=O)c4cccc(F)c4)CC1)(C3)C2 | 11.7 | 6.2 | -2.2% | -7.8 | -22.7 | -3.4 | -8.7 | 0.3 | 2.7
C[C@H]1CC[C@]2(O[C@H](CCO)C[C@@H](O)[C@@H]2O)O1 | -29.9 | -4.0 | -1.2% | -3.3 | / | 7.0 | 12.2 | -1.7 | 3.2
O=C(CN1CCOCCOCCOCCOCC1)Nc1ccccc1 | 6.0 | -2.4 | -0.8% | 6.8 | -16.8 | 3.4 | -3.6 | -0.2 | 1.7
Nc1c(C(=O)N2CCOCC2)oc2ccccc12 | -4.5 | -1.8 | -0.1% | -3.7 | 1.0 | 5.5 | 12.8 | 0.1 | 3.9
COc1cccc(C2C3=C(CC(C)(C)CC3=O)OC(N)=C2[N+](=O)[O-])c1 (stereo not drawn) | 1.5 | 4.1 | 0.6% | -13.4 | 9.7 | 4.0 | -6.1 | -0.6 | 5.8
COc1ccc(NC(=O)CSc2nc(-c3cccs3)cc(C(F)(F)F)n2)cc1OC | -15.1 | -1.2 | -1.6% | 10.1 | -2.8 | -3.1 | / | / | 14.6
COc1ccc(C(=O)N2CCN(C3CCN(Cc4ccccc4)CC3)CC2)cc1OC | 13.3 | 1.1 | 0.4% | 6.9 | / | 17.8 | -5.8 | 0.4 | 2.5
CCOC(=O)c1ccc(NC(=O)c2ccc(C)c(S(=O)(=O)N3CCOCC3)c2)cc1 | -9.7 | -9.7 | 1.1% | -2.9 | ? | -2.2 | 4.5 | -0.6 | 7.4
Oc1ccc(Cl)cc1C1=NNC(c2cccs2)C1 (stereo not drawn) | -8.6 | -2.7 | 1.2% | / | 5.1 | 2.7 | / | / | 1.9
COc1ccccc1C(=O)N/C(=C\c1ccc(Br)cc1)C(=O)NCC(=O)O | -11.7 | -4.6 | 2.3% | 0.5 | 2.6 | -3.0 | -3.1 | 0.4 | 2.0
Cc1cccc(Cn2c(CNS(=O)(=O)c3ccc(C(C)C)cc3)nc3cccnc32)c1 | 25.2 | -0.9 | -0.7% | 8.3 | -16.1 | -3.6 | / | 0.6 | 1.1
CCOC(=O)c1cnn(CCOC(=O)c2ccc(OC)cc2)c1NC(=O)c1ccc(OC)cc1 | 14.9 | -8.2 | -0.6% | -0.1 | / | 5.7 | 15.9 | 0.1 | 1.8
O=C1c2ccccc2C(=O)N1CCc1csc(-c2cccc(F)c2)n1 | -0.8 | -4.0 | 1.2% | / | 9.4 | 5.0 | / | / | 2.8
O=C(O)c1cccc(NC(=O)c2ccc(S(=O)(=O)c3ccccc3)cc2)c1 | -4.6 | -7.0 | -1.5% | 7.1 | -5.3 | 0.4 | 5.9 | -0.6 | 1.4
CCN(CC)CCC(=O)Nc1cccc2c1C(=O)c1ccccc1C2=O | 16.1 | -0.2 | 14.2% | -2.2 | -17.5 | -0.7 | 6.9 | 0.5 | 3.9
CC(C)C(c1nnnn1Cc1ccccc1)N1CCN(Cc2ccco2)CC1 (stereo not drawn) | -13.5 | -1.3 | -0.5% | 4.7 | 6.0 | -3.2 | -4.7 | 0.0 | 0.5
O=C(COc1ccccc1F)Nc1ccc2nc(SCCOc3ccccc3)sc2c1 | 0.1 | -0.9 | -0.6% | 4.5 | / | 1.8 | / | / | 9.0
OCC1CCCN(C2CCN(Cc3nc(Cc4cccc(C(F)(F)F)c4)no3)CC2)C1 (stereo not drawn) | 8.3 | -2.6 | -0.6% | -0.7 | -11.1 | -1.4 | 7.6 | -0.2 | 4.9
CCCc1nnc(NC(=O)CCC(=O)N2CCCCC2CC)s1 (stereo not drawn) | 0.5 | -2.1 | 0.2% | 0.5 | 4.1 | -10.6 | -4.0 | -0.7 | 3.6
CCC(C)(NC(=O)CNC(C)=O)C(=O)NC1CCCCC1 (stereo not drawn) | -1.6 | 3.5 | 0.0% | -3.0 | 2.5 | 0.8 | 3.0 | 1.2 | 1.2
CC(C)(C)C(=O)CSc1nc2ncc(Br)cc2[nH]1 | -1.3 | -1.8 | 0.5% | -6.1 | -7.0 | 3.3 | -19.8 | 0.4 | -0.7
COCc1cc(C)n(CC(=O)N/N=C/c2ccc(-c3ccc(Cl)c(C(=O)O)c3)o2)c(=O)c1C#N | 7.5 | -0.3 | -1.7% | 8.1 | / | 2.2 | -7.9 | -1.4 | 4.9
COc1ccccc1C(=O)NCC(=O)OC(C)C(=O)N(C)C1CCCCC1 (stereo not drawn) | 1.4 | -6.0 | 0.1% | -5.6 | 7.7 | -1.3 | 1.9 | 0.3 | 0.6
CC(C)(Cc1ccc(O)cc1)NC(=O)CC(=O)N=Nc1c(O)[nH]c2ccc(Br)cc12 | 0.5 | 5.2 | 0.7% | -15.9 | -1.4 | -0.5 | 3.2 | 31.1* | -4.6
c1cc2c3c(cccc3c1)NC(c1ccc3c(c1)OCO3)N2 | -2.3 | 3.5 | -3.2% | -9.3 | -18.6 | -5.4 | -16.0 | 2.4 | 3.6
N#CCCn1nc(-c2ccccc2)cc1-n1c(C(F)(F)F)nc2ccccc21 | 12.0 | -2.7 | 0.6% | -5.3 | -3.4 | -9.7 | 13.8 | 1.3 | 6.6
CSc1nsc(/C=C/Nc2ccc(F)cc2F)c1C#N | -4.6 | 1.9 | 5.8% | 11.1 | -7.2 | 0.7 | 6.8 | 1.0 | 2.6
CCCCN(C(=O)C1CC(=O)N(c2ccc3c(c2)OCCO3)C1)c1c(N)n(CCCC)c(=O)[nH]c1=O (stereo not drawn) | -17.1 | 1.9 | 1.7% | 0.2 | 0.0 | 1.4 | 1.3 | -1.1 | 1.1
CN(CCCN1CCCCC1)C(=O)CCc1nnc(C2CCCCC2)o1 | 4.3 | -3.0 | -1.7% | -6.8 | -0.1 | -4.0 | -20.2 | 0.8 | 0.4

Single records, as listed above. Values in the order: D1 antagonist | D1 PAM | RXFP1 ag | D2 PAM | RXFP1 antagonist | TRHR enhancer | D2 antagonist | D2 agonist | D1 ag
CCCc1nnc(NC(=O)CCC(=O)N2CCCCC2CC)s1 (stereo not drawn) in the list: 0.5 | -2.1 | 0.2% | 0.5 | 4.1 | -10.6 | -4.0 | -0.7 | 3.6
CSc1nsc(/C=C/Nc2ccc(F)cc2F)c1C#N in the list: -4.6 | 1.9 | 5.8% | 11.1 | -7.2 | 0.7 | 6.8 | 1.0 | 2.6
N#CCCn1nc(-c2ccccc2)cc1-n1c(C(F)(F)F)nc2ccccc21 in the list: 12.0 | -2.7 | 0.6% | -5.3 | -3.4 | -9.7 | 13.8 | 1.3 | 6.6
COCc1cc(C)n(CC(=O)N/N=C/c2ccc(-c3ccc(Cl)c(C(=O)O)c3)o2)c(=O)c1C#N in the list: 7.5 | -0.3 | -1.7% | 8.1 | / | 2.2 | -7.9 | -1.4 | 4.9
CCC(C)(NC(=O)CNC(C)=O)C(=O)NC1CCCCC1 (stereo not drawn) in the list: -1.6 | 3.5 | 0.0% | -3.0 | 2.5 | 0.8 | 3.0 | 1.2 | 1.2

3 compounds out of the list, sorted by length of the SMILES, ascending.
compound | D1 antagonist | D1 PAM | RXFP1 ag | D2 PAM | RXFP1 antagonist | TRHR enhancer | D2 antagonist | D2 agonist | D1 ag
CC(C)(C)C(=O)CSc1nc2ncc(Br)cc2[nH]1 | -1.3 | -1.8 | 0.5% | -6.1 | -7.0 | 3.3 | -19.8 | 0.4 | -0.7
c1cc2c3c(cccc3c1)NC(c1ccc3c(c1)OCO3)N2 | -2.3 | 3.5 | -3.2% | -9.3 | -18.6 | -5.4 | -16.0 | 2.4 | 3.6
CC(C)C(c1nnnn1Cc1ccccc1)N1CCN(Cc2ccco2)CC1 (stereo not drawn) | -13.5 | -1.3 | -0.5% | 4.7 | 6.0 | -3.2 | -4.7 | 0.0 | 0.5
